Screening data: PubChem, National Center for Advancing Translational Sciences (NCATS)
LDHA inh: blocks human lactate dehydrogenase A. P00338. purified LDHA, NADH/diaphorase-resazurin fluorescence; active compounds read low. activity change, % (values are at about 110 or 230 µM). 0.15% of 480,000 active; in the data active means activity change below about -30%; inconclusive means mostly about -25% to -30%;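 further: plate controls were DMSO wells for no effect and wells without enzyme for full effect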
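Resorufin fluorescence (ex540/em590), read at 0 and 20 min after diaphorase/resazurin addition, reports the NADH left after a 5 min room-temperature reaction of 2 nM human LDH5 with 0.06 mM NADH and 0.2 mM pyruvate.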
Numbers without * were called inactive; ? = inconclusive; & = joins results of further samples.

SMILES	LDHA inh
CCN(CC)CCNC(=O)CCc1c(C)nc2c(c1C)c(=O)n(C)c(=O)n2C	7
CCCCCCNC(=O)CCc1c(C)c2ccc(C)cc2oc1=O	1
COc1ccc(C2C(C(N)=O)=C(C)Nc3nc(-c4cccc(C)c4)nn32)cc1 (stereo not drawn)	-10
O=C(C(c1ccccc1)c1ccccc1)N1CCN(C/C=C/c2ccccc2)CC1	8
Cc1cc(C(=O)COc2ncnc3ccccc23)c(C)n1C(C)C	1
Cn1cc(S(=O)(=O)N2CCC(C(=O)Nc3cccc(F)c3)CC2)cc1C(N)=O	-30*
CCOC(=O)c1ccc2[nH]c(CSCC(=O)Nc3cccc(C(F)(F)F)c3)cc(=O)c2c1	-3
CCOc1ccc(NS(=O)(=O)c2ccc(C(=O)NC3CCN(C(C)C)CC3)cc2)cc1	2
COc1ccc(OC)c(NC(=O)NC(c2ccccc2)c2nnc(-c3ccccc3)o2)c1 (stereo not drawn)	0
CCOC(=O)c1c(COc2ccc(C)nc2[N+](=O)[O-])nc2ccccc2c1C	5

Single values from above:
Cc1cc(C(=O)COc2ncnc3ccccc23)c(C)n1C(C)C @ LDHA inh = 1
CCN(CC)CCNC(=O)CCc1c(C)nc2c(c1C)c(=O)n(C)c(=O)n2C @ LDHA inh = 7
CCOc1ccc(NS(=O)(=O)c2ccc(C(=O)NC3CCN(C(C)C)CC3)cc2)cc1 @ LDHA inh = 2
COc1ccc(C2C(C(N)=O)=C(C)Nc3nc(-c4cccc(C)c4)nn32)cc1 (stereo not drawn) @ LDHA inh = -10
COc1ccc(OC)c(NC(=O)NC(c2ccccc2)c2nnc(-c3ccccc3)o2)c1 (stereo not drawn) @ LDHA inh = 0

Next part
SMILES	LDHA inh
Cc1ccc(-c2nc(CC(=O)NC3CCN(Cc4ccccc4)CC3)cs2)cc1	3
O=C(CCc1ncc(-c2c(F)cccc2F)o1)Nc1ccccc1F	11
Cc1c(Cl)c(CSc2nnc3ccc(C(F)(F)F)cn23)nc2ccccc12	5
N#Cc1ccccc1-c1ccc(COC(=O)c2ccco2)cc1	11
O=C1CCC(C(=O)OCc2cc(=O)oc3cc(O)ccc23)=NN1	12
COCCn1c(SC(C)C(N)=O)nnc1-c1cccc(C)c1 (stereo not drawn)	-10
O=C(NCCn1nc(-c2ccc(F)cc2)ccc1=O)c1ccc(C(F)(F)F)cc1	-4
Cc1[nH]c2ccc(C(=O)N3CCC(C(=O)N4CCCC4)CC3)cc2c1C	-3
COC(=O)c1cc(C)sc1NC(=O)CC1Sc2ccc(C(F)(F)F)cc2NC1=O (stereo not drawn)	1
Cc1nnc(NC(=O)c2csc(NC(C)C)n2)s1	-2

Reformatted: entries from further up.
Cc1[nH]c2ccc(C(=O)N3CCC(C(=O)N4CCCC4)CC3)cc2c1C
  LDHA inh: -3

COCCn1c(SC(C)C(N)=O)nnc1-c1cccc(C)c1 (stereo not drawn)
  LDHA inh: -10

O=C(CCc1ncc(-c2c(F)cccc2F)o1)Nc1ccccc1F
  LDHA inh: 11

O=C(NCCn1nc(-c2ccc(F)cc2)ccc1=O)c1ccc(C(F)(F)F)cc1
  LDHA inh: -4

The list goes on.
SMILES	LDHA inh
CCN1CCN(CC(=O)Nc2oc3ccccc3c(=O)c2-c2ccc(OC)c(OC)c2)CC1	-6
CCc1ccc(C2CC(=O)NC3=C2C(=O)CC(C)(C)C3)cc1 (stereo not drawn)	12
O=C(Nc1ccc(Cc2ccncc2)cc1)Nc1ccc(F)cc1F	6
COc1cc(C2NC(=O)NC(C)=C2C(=O)OCC(F)(F)F)ccc1O (stereo not drawn)	-7
CCN(CC(=O)NC(C)C)C(=O)c1ccc(SC(C)C)cc1	2
CCCNc1c(NC(=O)c2cccc(C)c2)c(=O)oc2ccccc12	4
CN(CCNC(=O)c1nccnc1N)c1ccccc1	8
Cc1ccnc(NC(=S)N2CCN(c3ccc(N)cc3)CC2)c1	-1
C/C=C/C=C/C(=O)Nc1ccc(C(C)(C)C)cc1	7
O=C1COc2cc(S(=O)(=O)CCC(=O)N3CCN(Cc4ccccc4)CC3)c(Cl)cc2N1	0

Structures listed so far that bear a hit mark in LDHA inh.
SMILES	LDHA inh
Cn1cc(S(=O)(=O)N2CCC(C(=O)Nc3cccc(F)c3)CC2)cc1C(N)=O	-30*

Following part
SMILES	LDHA inh
Cc1ccc(C(=O)Nc2ccccc2C(C)(C)C)cc1F	-4
CC(=O)Nc1ccc(NC(=O)c2ccc3ccn(C)c3c2)cc1	4
Cc1ccc(NC(=O)C2(C#N)CCCC2)cc1	5
Cn1nc(CC(=O)NCC(=O)OCc2ccccc2)c2ccccc2c1=O	-6
COCCNc1oc(-c2ccccc2F)nc1S(=O)(=O)c1ccc2c(c1)OCCO2	1
COC(=O)c1c(SCC(=O)Nc2ccc(Cl)cc2F)nc(=O)[nH]c1C	-17
CCC(C)(C)C1CCc2c(sc(NC(=O)c3cccc4ccccc34)c2C#N)C1 (stereo not drawn)	3
Cc1ccc(NC(=O)Nc2c(NC3CCCC3)c3ccccc3oc2=O)cc1F	-13
Cc1cccc(-c2ocnc2C(=O)Nc2ccc(C)c(Cl)c2)c1	-2
Cc1cc(OC(C)(C)c2n[nH]c(=S)n2CC(C)C)ccc1Cl	2
CCOC(=O)C1=CN(c2ccc(OCC)cc2)C=C(C(=O)OCC)C1c1ccc2c(c1)OCO2	-1
CCN(CC)c1ccc(C=Nc2ccc(Br)cc2)cc1	9
Cc1ccc(S(=O)(=O)N2[C@H](CC(=O)c3ccc(F)cc3)OC[C@@H]2C)cc1	-8
O=C(CCN=C1NS(=O)(=O)c2ccccc21)NCCc1ccccn1	4
CCc1ccc(C2CC3C(CN2S(=O)(=O)c2ccc(C)cc2)[C@@H](O)C[C@@H](c2ccc(CC)cc2)N3S(=O)(=O)c2ccc(C)cc2)cc1 (stereo partly drawn)	1
CC(C)C[C@@H](CN1CCC[C@H]1CN1C(=O)C(=O)NC[C@@H]1Cc1ccc(O)cc1)N1C[C@H](Cc2ccccc2)N(CC2CCCCCC2)C(=O)C1=O	3
COc1ccc(NC(=O)c2sc(-c3ccco3)nc2-c2ccccc2)cc1OC	-7
CCC(CC)=NNC(=O)C1CC1c1ccccc1 (stereo not drawn)	2
CCSc1nn(CC(=O)N(CC)CC)c2nc3c(c(=O)n12)C(C)(CC)Cc1ccccc1-3 (stereo not drawn)	-17
C=CCNc1nc(-c2ccc(S(=O)(=O)N3CCCCCC3)cc2)cs1	4
CCCc1sc(C(=O)N2CCCCCC2)cc1Br	-1
O=C(COC(=O)Cc1n[nH]c(=O)c2ccccc12)NCC(=O)Nc1ccc(F)c(F)c1F	1
O=C(Nc1ccccc1)c1nnc(CSCC(=O)N2CCN(c3cccc(Cl)c3)CC2)s1	-5
CNS(=O)(=O)c1ccc(C(=O)NCC2(c3ccccc3)CC2)cc1	11
COCCCNS(=O)(=O)c1cccc2cc(C)cnc12	1
O=S(=O)(Nc1ccc(-c2ccc(N3CCOCC3)nn2)cc1)c1ccc(C(F)(F)F)cc1	7
CC(=O)Nc1ccc(C(=O)CSc2ncnc3sccc23)cc1	1
CC(C)c1cccc(C(C)C)c1NC(=O)CCn1cnc2c1c(=O)n(C)c(=O)n2C	0
CC(C)NC(NC(=O)c1cccs1)C(Cl)(Cl)Cl (stereo not drawn)	-3
COC(=O)c1cc2cc3ccccc3nc2s1	2
COC(=O)c1c(NC(=O)C2CC2)sc(C)c1C	-1
COC(=O)CNC(=O)c1cc(C)cc(C)c1	-1
CCOC(=O)c1c(NC(=O)CSc2ccccn2)sc2c1CCC2	14
COc1ccc(NS(=O)(=O)c2cc(-c3n[nH]c(=O)c4ccccc34)ccc2C)cc1	10
C/C(=N\O)c1cc(C(C)(C)C)c(O)c(C(C)(C)C)c1	10&0
CCc1ccc(NC(=O)c2sc3nc4c(cc3c2N)CN(C(C)C)CC4)cc1	10
O=C(NC1CCCCC1)C1=Cc2cc(Cl)ccc2OC=C1	5
COC(=O)c1c(N)[nH]c(C(=O)c2ccccc2)c1-c1ccc(Br)cc1	4
CC(Cn1cccn1)NC(=O)c1cc(Cl)c2c(c1)OCO2 (stereo not drawn)	-3
CC(C)Cc1cc(-c2nn3c(-c4ccccn4)nnc3s2)n(C)n1	9
Nc1cccc(OC2CCCC2)c1	8
C/C(=N/NC(=O)c1ccccc1)c1cccs1	1
Cc1nn(CC(O)c2ccc(F)cc2)c(=O)c2ccccc12 (stereo not drawn)	2
Nc1ccc(NS(=O)(=O)c2cccc(Cl)c2Cl)cc1[N+](=O)[O-]	9
O=C(O)CCCNS(=O)(=O)c1ccc(Cl)c(Cl)c1	-1
N#Cc1ccc(/C=C(/CC(=O)O)c2nc3ccccc3o2)cc1	0
Cn1c(=O)c2c(ncn2CC(=O)Nc2nc3ccccc3s2)n(C)c1=O	1
COC(=O)c1ccc(NC(=O)C(NC(=O)c2ccc(C)cc2)C(C)C)c(C)c1 (stereo not drawn)	-18
O=C(CN1CCN(c2nccs2)CC1)NCc1ccccc1F	1
O=C(O)c1cccc(-n2cccc2/C=C2/C(=O)N(Cc3ccc(F)cc3)C(=O)N2Cc2ccc(F)cc2)c1	-7

Next compounds:
SMILES	LDHA inh
O=C(Nc1ccccc1)c1ccc(CSc2ccc3c(c2)OCCCO3)cc1	3
Clc1cc(Cl)cc(CNCCN2CCCC2)c1	11
COc1cccc2cc(-c3cc(=O)oc4cc(OCC(=O)C(C)(C)C)ccc34)c(=O)oc12	-4
O=C(Nc1cccc(S(=O)(=O)N2CCCC2)c1)c1cccc2cccnc12	5
CCOCCCNc1oc(-c2cccc3ccccc23)nc1C#N	1
c1ccc(N2CCSC2c2cccs2)cc1 (stereo not drawn)	-2
C#CC(C)(CC)NC(=O)Cc1cccs1 (stereo not drawn)	2
Cn1c(Cl)c(C=O)c2cc(C=O)ccc21	9
CCOc1ccccc1NS(=O)(=O)c1c(C)cc(C)cc1C	6
c1ccc2c(SCc3cn4ccccc4n3)ncnc2c1	-11

Following part.
smiles	LDHA inh
COc1cccc(C2c3c(ncn(-c4ccccc4Br)c3=N)Oc3ccc4ccccc4c32)c1 (stereo not drawn)	12
COc1ccc(N2C(=O)CN(C3CCCC3)[C@H]3CS(=O)(=O)C[C@H]32)cc1	-12
N#Cc1ccc(/C=C/C(=O)c2cccc(N3CCOCC3)c2)cc1	-3
O=C(CSc1nc2ccccc2nc1N1CCCC1)NC1CCCC1	15
CS(=O)(=O)N1CCCCC1C(=O)NC1CCCCCCC1 (stereo not drawn)	0
Cc1ccc(Sc2ccc(N=CN(C)C)cc2)cc1C	8
CC(C)(C)c1ccc(S(=O)(=O)NCCO)cc1	5
CN(CC(=O)N1CCCC1)c1nc(-c2ccsc2)nc2ccccc12	18
O=C(O)c1ccc(O)cn1	29
Cc1cccc(-c2nc(CC(=O)NC3CCCC(C(F)(F)F)C3)cs2)c1 (stereo not drawn)	0
CCOC(=O)[C@]12CCCC=C1N(Cc1ccc3c(c1)OCO3)C(=O)[C@H](CC(=O)N1CCCCC1)C2	1
COc1ccc(/C=C/C(=O)c2cccc(N)c2)cc1	12
Cc1ncc(-c2ccc(S(=O)(=O)N3CCN(c4cccc(Cl)c4)CC3)cc2)o1	5
CCOC(=O)Cn1nc(C2CC2)c2c(C(F)F)cc(-c3cnn(C)c3C)nc21	3
O=C(CN1C(=O)S/C(=C\c2ccccc2)C1=O)Nc1ccc2oc(=O)ccc2c1	6
N#CC1=C(N)OC2=C(C(=O)CCC2)C1c1ccc(-c2ccc(Br)cc2)o1 (stereo not drawn)	-6
Cc1cc(C)c(N)c([N+](=O)[O-])c1	-4
O=C(Nc1ccc(F)cc1)N[C@@H]1CC[C@@H](CCn2cc(-c3ccc(F)cc3)nn2)O[C@@H]1CO	-1
CCCc1nc(SC)ncc1C(=O)Nc1cccc(F)c1	5
CN(CC(=O)NC(=O)NC1CC1)CC(=O)N(C)C	-2
CCC(CC)c1nnc(NC(=O)c2cccc(S(=O)(=O)N(C)c3cccc(Cl)c3)c2)s1	-5
CCCCCCN1CCN(C2CN(Cc3cn(Cc4ccccc4)nn3)S(=O)(=O)C2)CC1 (stereo not drawn)	-5
O=C(Nc1ccc(F)c(Cl)c1)c1ccccc1OCC1CCCO1 (stereo not drawn)	7
COc1cc(OC)cc(C(=O)Oc2cc(C)cc(C)c2)c1	14
COc1ccc(-n2c(C)nnc2SCc2nc(-c3ccccc3C)no2)cc1	6
C/C(=N\NC(=O)C1CC1c1ccccc1)c1ccncc1 (stereo not drawn)	1
COc1ccc(-c2ccc(=O)n(CC(=O)N3CCCC3)n2)c(F)c1	-3
COc1ccc(-c2c(C)c3c(C)cc(OC(C)=O)cc3oc2=O)cc1	4
FC(F)(F)c1cccc(C=Nc2cccc3c(N=Cc4cccc(C(F)(F)F)c4)cccc23)c1	16
CCc1ccc(N(CC(=O)Nc2ccccc2C(=O)NCC2CCCO2)S(C)(=O)=O)cc1 (stereo not drawn)	?
COC(=O)C1=CN(Cc2ccc(OC)cc2)C=C(C(=O)OC)C1c1ccccc1OCc1ccccc1	14
O=C(NC1CCCCC1)/C(=C/c1ccco1)c1ccccc1	1
O=C(Nc1ccccc1)c1nn(C2CCS(=O)(=O)C2)c2c1CCCC2 (stereo not drawn)	-3
COC(=O)c1cccc2c1-c1ccccc1/C2=N\O	5
CCc1nc2ccccc2c(C(=O)OCC(=O)NC(=O)NC(C)C)c1C	-1
CN(C)Cc1cn(CC[C@@H]2CC[C@@H](NC(=O)Nc3ccccc3F)[C@@H](CO)O2)nn1	-2
Cn1c(=O)c2c(nc(NCCO)n2Cc2ccccc2F)n(C)c1=O	-10
Nc1ncc(-c2ccccc2)c(-c2ccc(OCc3ccccc3F)cc2O)n1	10
O=C(Nc1oc2ccccc2c(=O)c1-c1ccc(Cl)cc1)c1ccccc1	-1

Some of the compounds tested; rates above refer to the full screens.
